Screening results deposited in PubChem by several laboratories.
HMGR II inh – blocks class II HMG-CoA reductase of Enterococcus faecalis | purified E. faecalis HMGR, NADPH absorbance 340 nm kinetic | inhibition, % at 10 µM | 190,000 tested, 0.41% active | AID 1066;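 active means inhibition above a set limit, the median over all tested compounds plus 3 SD, cut at about 9.5% in these data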;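 further: enzyme runs in reverse so mevalonate oxidation gives rising NADPH absorbance; 0% = complete reaction with DMSO and 100% = background rate lacking mevalonate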
TNAP inh hiacc – blocks human TNAP under high phosphate acceptor concentration | P05186 | purified TNAP, CDP-star luminescence, 1 M DEA | inhibition, % at 20 µM | 200,000 tested, 0.03% active;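 active means over 50% inhibition of tissue-nonspecific alkaline phosphatase at 20 µM in the single-dose screen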;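 further: plate controls were DMSO wells for no effect and EDTA-quenched wells as full inhibition for full effect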
Target sequence (P05186 whole entry, looked up): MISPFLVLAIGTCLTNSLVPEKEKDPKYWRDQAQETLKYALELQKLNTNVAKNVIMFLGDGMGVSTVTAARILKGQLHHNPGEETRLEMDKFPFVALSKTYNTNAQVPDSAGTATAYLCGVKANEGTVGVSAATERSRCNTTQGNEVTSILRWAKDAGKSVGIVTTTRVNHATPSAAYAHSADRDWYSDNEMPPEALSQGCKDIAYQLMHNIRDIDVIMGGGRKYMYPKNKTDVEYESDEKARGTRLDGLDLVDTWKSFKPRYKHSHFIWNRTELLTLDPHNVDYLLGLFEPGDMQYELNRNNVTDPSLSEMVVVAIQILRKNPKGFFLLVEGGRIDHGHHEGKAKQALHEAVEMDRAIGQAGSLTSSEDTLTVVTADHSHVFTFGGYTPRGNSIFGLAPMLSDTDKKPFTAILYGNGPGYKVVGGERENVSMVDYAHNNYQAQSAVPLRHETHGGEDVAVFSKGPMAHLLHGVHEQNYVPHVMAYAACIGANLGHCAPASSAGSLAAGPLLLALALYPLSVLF
PMI activator – phosphomannose isomerase (human) activation | 190,000 tested, 0.005% active | P34949 | purified human PMI, coupled resazurin fluorescence, 20 min; hits give high values; 1 = vehicle control, 0 substrate-free wells | activation factor at 20 µM;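 active means activation factor of 2 or more at 20 µM, relative to plate controls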
Target sequence (P34949 whole entry, looked up): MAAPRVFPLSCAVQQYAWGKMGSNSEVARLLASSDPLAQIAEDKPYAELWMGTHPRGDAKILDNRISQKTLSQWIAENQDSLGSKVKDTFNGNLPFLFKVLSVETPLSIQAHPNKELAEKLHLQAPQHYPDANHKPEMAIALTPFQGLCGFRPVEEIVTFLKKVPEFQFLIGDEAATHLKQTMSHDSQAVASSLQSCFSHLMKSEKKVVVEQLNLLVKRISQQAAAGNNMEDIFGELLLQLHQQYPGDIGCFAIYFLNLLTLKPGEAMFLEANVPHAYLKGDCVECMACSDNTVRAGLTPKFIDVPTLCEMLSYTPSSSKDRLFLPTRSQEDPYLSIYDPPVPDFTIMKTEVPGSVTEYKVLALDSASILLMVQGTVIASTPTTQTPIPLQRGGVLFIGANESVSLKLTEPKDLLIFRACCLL
TNAP inh noacc – inhibitors of human TNAP without phosphate acceptor. P05186. purified TNAP, CDP-star luminescence, 30 min. inhibition, % at 20 µM. 200,000 tested, 0.26% active;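 active means tissue-nonspecific alkaline phosphatase inhibition above about 50% at 20 µM in the single-dose screen, limit read from the data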;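 further: 0% = DMSO negative control and 100% = EDTA positive control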
Lmaj promast – Leishmania major promastigote growth inhibition; Leishmania major promastigotes, resazurin fluorescence viability; inhibition, % at 10 µM; 200,000 tested, 9% active; in the data active means inhibition above about 50%;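 further: promastigotes grown with compound for 44 hours at 28 °C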
S1P3 antag – blocks the human S1P3 receptor. CHO S1P3 NFAT-BLA reporter, FRET fluorescence, antagonist mode. inhibition, % at 4.98 µM. 170,000 tested, 0.27% active. Q99500;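 active means inhibition above the plate cutoff, the mean inhibition of test wells on that plate plus 3 SD, cut at about 28% in these data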;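 further: cells challenged with S1P at its EC80 of 0.8 µM; blue over green emission ratio from cleaved BLA substrate after 4 h stimulation; 0% = S1P-stimulated wells and 100% = unstimulated DMSO-only wells; some compounds past the cut are filed as inactive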
RAM inhibit – yeast RAM network inhibition | S. cerevisiae dse1pr::URA3 reporter, 5-FOA growth OD615, 2 d; analog-sensitive cbk1-as2 kinase mutant strain | inhibition, % at 50 µM | 190,000 tested, 1.8% active | AID 868;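 active means inhibition above a set limit, 3 SD over mean compound inhibition, cut at about 8.4% in these data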;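 further: 0% = DMSO-only wells with no growth and 100% = 10 µM 1-NA-PP1 full growth; inhibition rescues growth on 5-FOA so higher OD means more RAM inhibition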
Hsp70 act – switches on Hsp70 transcription; HeLa Hsp70 promoter luciferase reporter, luminescence; scaled: vehicle 0, proteasome-inhibitor control 100%; AID 1203; 200,000 tested, 0.04% active; activation, % at 10 µM;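 active means activation above the mean across all tested compounds plus 3 SD, cutoff set per campaign, cut at about 5.5% in these data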;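 further: 100% = MG132 at 30 µM as the positive control and 0% = DMSO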
PMI act hi M6P – PMI (human) activation, high substrate; activation factor at 20 µM; coupled PMI enzyme assay, resazurin fluorescence, 20 min; hits give high values; 1 = untreated enzyme, 0 = substrate-free blank; 190,000 tested, 0.34% active;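 active means activation factor of 2 or more at 20 µM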
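Test system: human phosphomannose isomerase with PGI, G6PDH, diaphorase coupling enzymes; amount: 15 ng/mL PMI; incubation: enzyme reaction with compound 20 min at room temperature; technique: resorufin fluorescence (Ex 544/Em 590 nm) from resazurin via diaphorase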
Redox H2O2 prof – compounds producing H2O2 with reducing agent – biochemical, NIH compound library profiling, artefact control for MLSCN library redox annotation, primary screen; activation, % at 10 µM; DTT-dependent redox cycling H2O2, phenol red/HRP absorbance; 100% = 100 µM peroxide control, 0% = buffer; AID 878; 200,000 tested, 0.03% active;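 active means activation of at least 50% relative to the plate's high and low controls in the primary single-dose screen; inactive means activation below 50%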;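 further: compound incubated with DTT at 0.8 mM final as the reducing agent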
Active calls of the source: *.

How did CCOC(=O)c1c(C)[nH]c(C)c1C(=O)Cn1nnc(-c2ccccc2C)n1 do in these assays?
HMGR II inh: 1; Lmaj promast: 21; S1P3 antag: -14; RAM inhibit: 7.5; Hsp70 act: -0.2; Redox H2O2 prof: 0.5

What do the screens show for `C[N+]12CCC(CC1)C(OC(=O)C(O)(c1ccccc1)c1ccccc1)C2` (stereo unspecified)?
HMGR II inh: 6; TNAP inh hiacc: -5; PMI activator: 1; TNAP inh noacc: -14; Lmaj promast: -4; S1P3 antag: -1; RAM inhibit: 1.7; Hsp70 act: -0.3; PMI act hi M6P: 0.9; Redox H2O2 prof: 2.0

How did O=C(O)c1nccnc1C(=O)NCCc1c[nH]c2ccccc12 do in these assays?
HMGR II inh: -4; TNAP inh hiacc: -1; PMI activator: 1.2; TNAP inh noacc: -6; Lmaj promast: -3; S1P3 antag: 3; RAM inhibit: 0.2; Hsp70 act: -0.1; PMI act hi M6P: 1.2; Redox H2O2 prof: -1.9

Results for CCOc1ccc(NC(=O)CCC(=O)OC)cc1 ?
HMGR II inh: 1; TNAP inh hiacc: -3; PMI activator: 1; TNAP inh noacc: -2; Lmaj promast: -2; S1P3 antag: -28; RAM inhibit: 0.6; Hsp70 act: -0.8; PMI act hi M6P: 1; Redox H2O2 prof: 0.2

How did COc1ccccc1N(CC(=O)NCCSc1ccccc1)S(C)(=O)=O do in these assays?
HMGR II inh: 2; TNAP inh hiacc: 2; PMI activator: 0.9; TNAP inh noacc: -5; Lmaj promast: -4; S1P3 antag: -39; RAM inhibit: 4.0; Hsp70 act: -0.6; PMI act hi M6P: 0.9; Redox H2O2 prof: -5.7

What do the screens show for `C=CCn1c(=NC(=O)CN2C(=O)CCC2=O)sc2cccc(OC)c21`?
HMGR II inh: -5; TNAP inh hiacc: -1; PMI activator: 0.9; TNAP inh noacc: -11; Lmaj promast: 3; RAM inhibit: 0.2; Hsp70 act: -0.2; PMI act hi M6P: 0.9; Redox H2O2 prof: -1.5

What do the screens show for `COc1ccccc1OCCNS(=O)(=O)c1ccc2oc3ccccc3c2c1`?
HMGR II inh: -3; TNAP inh hiacc: -1; PMI activator: 0.9; TNAP inh noacc: -23; Lmaj promast: -1; S1P3 antag: -10; RAM inhibit: 15*; Hsp70 act: -0.3; PMI act hi M6P: 1; Redox H2O2 prof: -0.2

How did COc1ccc(Cl)cc1NC(=S)Nc1cccnc1 do in these assays?
HMGR II inh: 5; TNAP inh hiacc: 2; PMI activator: 0.9; TNAP inh noacc: 14; Lmaj promast: 8; S1P3 antag: -13; RAM inhibit: -0.6; Hsp70 act: -0.2; PMI act hi M6P: 0.8; Redox H2O2 prof: -0.4

What do the screens show for `COC(=O)COc1cccc(/C=N/NC(=O)CCSc2ccccc2)c1`?
HMGR II inh: 6; TNAP inh hiacc: -6; PMI activator: 0.9; TNAP inh noacc: -12; Lmaj promast: -3; S1P3 antag: -21; RAM inhibit: -0.4; Hsp70 act: -0.3; PMI act hi M6P: 0.9; Redox H2O2 prof: -0.1

What do the screens show for `COc1ccc(NC(=S)N2CCc3ccccc3C2)cc1OC`?
HMGR II inh: -2; TNAP inh hiacc: 0; PMI activator: 1; TNAP inh noacc: -8; Lmaj promast: -5; S1P3 antag: -6; RAM inhibit: 3.7; Hsp70 act: 0.4; PMI act hi M6P: 0.9; Redox H2O2 prof: -0.1

How did O=C(CN(Cc1ccc2c(c1)OCO2)C(=O)CNS(=O)(=O)c1ccccc1)NCC1CCCO1 (stereo unspecified) do in these assays?
HMGR II inh: -9; TNAP inh hiacc: -4; PMI activator: 1; TNAP inh noacc: -11; Lmaj promast: -4; S1P3 antag: -19; RAM inhibit: 0.9; Hsp70 act: -0.1; PMI act hi M6P: 1; Redox H2O2 prof: -1.2

What do the screens show for `C=CCn1c(-c2ccc(F)cc2)n[nH]c1=S`?
HMGR II inh: 0; TNAP inh hiacc: -2; PMI activator: 1.1; TNAP inh noacc: 11; Lmaj promast: -7; S1P3 antag: -8; RAM inhibit: 0.6; Hsp70 act: -0.1; PMI act hi M6P: 1; Redox H2O2 prof: -0.2

Results for Cc1nn(-c2nnc(C)c(=O)[nH]2)c(C)c1SCC(=O)Nc1ccc(F)cc1 ?
HMGR II inh: -1; TNAP inh hiacc: -6; PMI activator: 1; TNAP inh noacc: -25; Lmaj promast: 2; S1P3 antag: 7; RAM inhibit: 2.8; Hsp70 act: -0.1; PMI act hi M6P: 1.1; Redox H2O2 prof: 1.4

What do the screens show for `Cc1cc(N)n(-c2ccc(Oc3ccccc3)c(S(=O)(=O)O)c2)n1`?
HMGR II inh: -3; TNAP inh hiacc: 1; PMI activator: 1.2; TNAP inh noacc: 1; Lmaj promast: -6; S1P3 antag: 13; RAM inhibit: 0.4; Hsp70 act: 0.1; PMI act hi M6P: 1.1; Redox H2O2 prof: -0.4

Results for COc1cccc2cc(C(=O)c3ccc([N+](=O)[O-])cc3)oc12 ?
HMGR II inh: 2; TNAP inh hiacc: -2; PMI activator: 1; TNAP inh noacc: -16; Lmaj promast: 10; S1P3 antag: -9; RAM inhibit: 4.4; Hsp70 act: 0.0; PMI act hi M6P: 1; Redox H2O2 prof: -0.5

What do the screens show for `Fc1ccccc1OCCSc1ncnc2nc[nH]c12`?
HMGR II inh: -2; TNAP inh hiacc: 1; PMI activator: 1.1; TNAP inh noacc: -6; Lmaj promast: -10; S1P3 antag: -3; RAM inhibit: 0.7; Hsp70 act: 0.3; PMI act hi M6P: 1.1; Redox H2O2 prof: -0.1

How did CCOC(=O)CCC(=O)NCc1ccc2[nH]c(C)cc2c1 do in these assays?
HMGR II inh: 1; TNAP inh hiacc: -6; PMI activator: 1.1; TNAP inh noacc: -9; Lmaj promast: 2; S1P3 antag: -20; RAM inhibit: 2.7; Hsp70 act: -0.2; PMI act hi M6P: 0.9; Redox H2O2 prof: 2.6

What do the screens show for `CC(=O)Oc1cccc(N2C(=O)CC(Nc3ccc(N4CCOCC4)cc3)C2=O)c1` (stereo unspecified)?
HMGR II inh: -6; TNAP inh hiacc: 0; PMI activator: 0.8; TNAP inh noacc: -7; Lmaj promast: -4; S1P3 antag: -8; RAM inhibit: 3.4; Hsp70 act: 0.0; PMI act hi M6P: 0.9; Redox H2O2 prof: -5.4

What do the screens show for `CC(CN1CCOCC1)OC(=O)c1cccs1` (stereo unspecified)?
HMGR II inh: -5; TNAP inh hiacc: -2; PMI activator: 1; TNAP inh noacc: -5; Lmaj promast: 0; RAM inhibit: 0.3; Hsp70 act: -0.1; PMI act hi M6P: 1.1; Redox H2O2 prof: -4.8

What do the screens show for `Cn1cccc1CC(=O)N/N=C/C=C/c1ccco1`?
HMGR II inh: -1; TNAP inh hiacc: -1; PMI activator: 1.4; TNAP inh noacc: -6; Lmaj promast: -6; S1P3 antag: 7; RAM inhibit: 2.2; Hsp70 act: 0.0; PMI act hi M6P: 1.1; Redox H2O2 prof: -0.4

What do the screens show for `COC(=O)C1=C(C)N(C)C(=O)NC1c1ccc(O)c(Cl)c1` (stereo unspecified)?
HMGR II inh: 0; TNAP inh hiacc: -4; PMI activator: 1; TNAP inh noacc: -7; Lmaj promast: -1; S1P3 antag: -4; RAM inhibit: 1.1; Hsp70 act: -0.2; PMI act hi M6P: 1; Redox H2O2 prof: -0.5

Results for CCOc1ccc(CNC(=O)c2ccc(Sc3ccc(Cl)cc3)c(NC(C)=O)c2)cc1 ?
HMGR II inh: -6; TNAP inh hiacc: -6; PMI activator: 1; TNAP inh noacc: 2; Lmaj promast: 95*; S1P3 antag: 3; RAM inhibit: 3.6; Hsp70 act: -0.3; PMI act hi M6P: 1; Redox H2O2 prof: 0.1

What do the screens show for `O=C(O)C1CCN(C(=O)c2scc3c2OCCO3)CC1`?
HMGR II inh: 3; TNAP inh hiacc: -1; PMI activator: 1; TNAP inh noacc: -10; Lmaj promast: -2; S1P3 antag: -11; RAM inhibit: 3.2; Hsp70 act: -0.2; PMI act hi M6P: 1.1; Redox H2O2 prof: -3.3

How did NS(=O)(=O)c1cc(C(=O)OCC(=O)NC2CC2)ccc1Cl do in these assays?
HMGR II inh: 1; TNAP inh hiacc: 2; PMI activator: 1; TNAP inh noacc: -11; Lmaj promast: -9; RAM inhibit: -0.5; Hsp70 act: 0.1; PMI act hi M6P: 1; Redox H2O2 prof: 1.2

How did O=C(N/N=C/c1ccc(-c2cccc([N+](=O)[O-])c2)o1)c1cccs1 do in these assays?
HMGR II inh: -2; TNAP inh hiacc: -4; PMI activator: 1; TNAP inh noacc: -13; Lmaj promast: -1; S1P3 antag: 10; RAM inhibit: 4.9; Hsp70 act: 0.2; PMI act hi M6P: 1; Redox H2O2 prof: 3.5

How did COC(=O)c1ccc(COC(=O)C23CC4CC(CC(O)(C4)C2)C3)o1 do in these assays?
HMGR II inh: 1; TNAP inh hiacc: -4; PMI activator: 1; TNAP inh noacc: 4; Lmaj promast: 4; S1P3 antag: 16; RAM inhibit: 0.0; Hsp70 act: 0.0; PMI act hi M6P: 0.9; Redox H2O2 prof: 2.0

Results for Nc1ncnc2c1ncn2[C@H]1C[C@H](O)[C@@H](COP(=O)(O)O)O1 ?
HMGR II inh: 0; TNAP inh hiacc: -3; PMI activator: 1.1; TNAP inh noacc: -11; Lmaj promast: -8; S1P3 antag: -3; RAM inhibit: 1.2; Hsp70 act: -0.1; PMI act hi M6P: 1.1; Redox H2O2 prof: 3.1

How did CC(C)NC(=S)N/N=C1\CCCCc2ccccc21 do in these assays?
HMGR II inh: -1; TNAP inh hiacc: 2; PMI activator: 1; TNAP inh noacc: -8; Lmaj promast: 30; S1P3 antag: -3; RAM inhibit: 0.4; Hsp70 act: -0.3; PMI act hi M6P: 1.1; Redox H2O2 prof: 0.2

What do the screens show for `CN(C)CCCNS(=O)(=O)c1ccc(Oc2ncc(C(F)(F)F)cc2Cl)cc1`?
HMGR II inh: -5; TNAP inh hiacc: 1; PMI activator: 0.9; TNAP inh noacc: -10; Lmaj promast: 95*; RAM inhibit: 0.0; Hsp70 act: -0.3; PMI act hi M6P: 0.9; Redox H2O2 prof: 0.5

What do the screens show for `CC1=C(C(=O)Nc2nc3ccccc3s2)C(c2ccco2)C(C#N)=C(SCC(=O)NC2CCCCC2)N1` (stereo unspecified)?
HMGR II inh: 2; TNAP inh hiacc: -6; PMI activator: 1.2; TNAP inh noacc: -18; Lmaj promast: 73*; S1P3 antag: -10; RAM inhibit: 5.1; Hsp70 act: -0.2; PMI act hi M6P: 1.1; Redox H2O2 prof: -0.3

Results for Cc1ccc(C)c(C2C(C#N)=C(N)Oc3cc(C)oc(=O)c32)c1 (stereo unspecified) ?
HMGR II inh: -5; TNAP inh hiacc: 1; PMI activator: 1; TNAP inh noacc: -5; Lmaj promast: -4; S1P3 antag: -2; RAM inhibit: 2.0; Hsp70 act: -0.4; PMI act hi M6P: 1; Redox H2O2 prof: 0.9
